V1aR counter: activates human V1a receptor in oxytocin agonist counter-screen. activation, % at 3 µM. CHO-V1R cells, Fluo-8 calcium fluorescence, agonist mode; 0% DMSO, 100% 3 nM vasopressin. P37288. actives 0.25% (n = 320,000);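 active = activation above the mean activation of all tested compounds plus 3 SD, per screening run, cut at about 20% in these data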;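 also: signal is peak over basal fluorescence ratio across a 100 second FLIPR read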
NS3 helicase inh: blocks Hepatitis C virus NS3 helicase unwinding; actives 0.56% (n = 290,000); NS3 helicase DNA unwinding, Cy5 molecular beacon fluorescence; inhibition, % at 10.9 µM;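 active = inhibition above the mean of all tested compounds plus 3 SD, set per campaign, cut at about 35% in these data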;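 also: 0% = DMSO wells and 100% = thioflavine S control wells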
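Assay system: hepatitis C virus NS3 helicase domain fragment enzyme. Also added: annealed dual-labelled DNA beacon duplex, ATP-started. Timing: 1 h reaction at 25 °C, ATP-initiated. Technique: Cy5 fluorescence at 0 and 60 min, beacon hairpin quenching. Evaluation: % inhibition of unwinding. Replication: one well per compound.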
VIM-2 inhibitor: inhibitors of Pseudomonas aeruginosa VIM-2 metallo-beta-lactamase | inhibition, % at 5.6 µM | purified VIM-2, nitrocefin hydrolysis, epi-absorbance fluorescence | actives 0.89% (n = 290,000);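 active = inhibition above the mean of all tested compounds plus 3 SD, cutoff set per screening run, cut at about 7.5% in these data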;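 also: red hydrolysis product quenches plate fluorescence so inhibitors raise well fluorescence; 0% = enzyme with DMSO and 100% = DMSO without enzyme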
OXTR agonist: activates the human oxytocin receptor | P30559 | CHO-OTR cells, Fluo-8 calcium fluorescence; normalized: DMSO 0%, oxytocin 100% | activation, % at 3 µM | actives 0.32% (n = 320,000) | AID 2435;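 active = activation above the mean of all tested compounds plus 3 SD, cutoff set per screening run, cut at about 20% in these data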;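 also: peak over basal fluorescence ratio from a 100 s FLIPR kinetic read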
Target sequence (P30559 whole entry, looked up): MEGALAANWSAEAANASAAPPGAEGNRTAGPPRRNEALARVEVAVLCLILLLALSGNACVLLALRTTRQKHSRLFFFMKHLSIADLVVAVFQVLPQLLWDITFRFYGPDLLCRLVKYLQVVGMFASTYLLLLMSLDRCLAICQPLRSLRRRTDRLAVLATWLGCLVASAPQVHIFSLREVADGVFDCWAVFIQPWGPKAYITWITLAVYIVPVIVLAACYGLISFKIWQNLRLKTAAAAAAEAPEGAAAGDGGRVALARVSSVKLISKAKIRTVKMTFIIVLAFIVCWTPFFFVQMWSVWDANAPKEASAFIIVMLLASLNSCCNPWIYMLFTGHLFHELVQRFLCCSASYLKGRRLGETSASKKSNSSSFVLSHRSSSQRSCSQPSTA
GPR7 antagonist: human neuropeptides B/W receptor 1 antagonism. P48145. GPR7-expressing cells, fluorescence antagonist assay. inhibition, % at 4.4 µM. actives 1.1% (n = 290,000); in the data active = inhibition above about 16%, passing the limit was not always enough;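 also: cells stimulated with the agonist NPW; 0% = agonist with vehicle and 100% = vehicle without agonist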
Target sequence (P48145 whole entry, looked up): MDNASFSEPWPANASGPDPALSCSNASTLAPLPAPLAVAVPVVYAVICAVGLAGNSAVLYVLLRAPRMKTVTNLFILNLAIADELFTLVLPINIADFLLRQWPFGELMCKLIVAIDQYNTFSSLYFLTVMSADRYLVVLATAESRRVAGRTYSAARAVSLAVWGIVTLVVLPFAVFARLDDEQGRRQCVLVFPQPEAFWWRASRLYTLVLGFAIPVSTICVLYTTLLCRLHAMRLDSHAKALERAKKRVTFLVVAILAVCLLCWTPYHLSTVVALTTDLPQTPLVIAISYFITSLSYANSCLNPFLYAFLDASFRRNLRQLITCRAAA
IMP-1 inhibitor: inhibitors of Pseudomonas aeruginosa IMP-1 metallo-beta-lactamase; purified IMP-1, nitrocefin hydrolysis, epi-absorbance fluorescence; inhibition, % at 5.6 µM; actives 0.45% (n = 290,000);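 active = inhibition above the mean plus 3 SD of all compounds in the same screening run, cut at about 4.5% in these data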;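 also: 0% = IMP-1 with DMSO and 100% = DMSO wells lacking enzyme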
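system = purified recombinant IMP-1 beta-lactamase | amount = 0.2 nM IMP-1, as dispensed | medium = HEPES buffer pH 7.1 with ZnSO4 and Brij 35 | times = 25 °C, 15 min preincubation, 25 min reaction | detection = plate fluorescence quenching by hydrolysis product, ex 480/em 530 nm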
PHOSPHO1 block: PHOSPHO1 (human) inhibition; actives 1.1% (n = 290,000); recombinant PHOSPHO1, absorbance phosphatase assay; inhibition, % at 13.3 µM; Q8TCT1; AID 1565; in the data active = inhibition above about 60%
DNA FID counter: fluorescent intercalator displacement, NS3 helicase counter-screen; DNA fluorescent intercalator displacement, fluorescence; actives 0.17% (n = 290,000); AID 1845; inhibition, % at 7.9 µM; in the data active = inhibition above about 37%;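 also: 0% = vehicle and 100% = reference compound; higher means more ethidium bromide displaced from hairpin DNA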
GalR3 antag: blocks the human galanin receptor 3; O60755; HEK293 GalR3-CNG cAMP membrane potential fluorescence; galR3 body fused to GalR1 C-terminus; inhibition, % at 3 µM; actives 0.44% (n = 360,000);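 active = inhibition above the screen-wide average plus 3 SD, cut at about 13% in these data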;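 also: forskolin and galanin both at EC90 stimulate the cells; cAMP rise reported by CNG channel membrane potential dye signal; 0% = forskolin plus galanin with DMSO and 100% = forskolin alone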
Target sequence (O60755 1-299 limits assumed): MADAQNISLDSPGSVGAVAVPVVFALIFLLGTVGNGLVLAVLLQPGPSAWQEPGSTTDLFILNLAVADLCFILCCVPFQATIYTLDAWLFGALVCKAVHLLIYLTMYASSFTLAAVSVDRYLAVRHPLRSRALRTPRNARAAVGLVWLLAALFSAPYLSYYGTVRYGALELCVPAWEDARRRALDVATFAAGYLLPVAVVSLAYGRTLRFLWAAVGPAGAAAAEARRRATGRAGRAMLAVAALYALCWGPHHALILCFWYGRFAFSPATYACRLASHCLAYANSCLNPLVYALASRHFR
Active calls of the source: *; / = no result given; & = joins results of further samples.

SMILES,V1aR counter,NS3 helicase inh,VIM-2 inhibitor,OXTR agonist,GPR7 antagonist,IMP-1 inhibitor,PHOSPHO1 block,DNA FID counter,GalR3 antag
O=C(Nc1ccc(Br)cc1)C1CCN(C(=O)c2ccc(F)cc2)CC1,5.4,-1,-2.7,2.7,-3,-1.3,-4,-30,-12
Cc1cc(C)nc(SCc2ccc(C(=O)NN=C3CCCC3)cc2)n1,-1.4,-6,-3.0,-1.1,-9,0.2,44,-27,-5
O=S(=O)(NC1CC1)c1ccc(S(=O)(=O)N2CCCC3(CCCCC3)C2)cc1,-0.4,8,-4.8,-1.2,-10,-0.4,6,2,-7
CC(C)[C@@H](NC(=O)C1CCC(CNC(=O)[C@H](Cc2ccccc2)NC(=O)OC(C)(C)C)CC1)C(=O)O (stereo not given in full),/,4,-5.6,/,-17,-3.5,34,-27,-8
COc1ccc(C2=C(Nc3ccc(F)cc3)c3ccccc3C2=O)cc1,-1.6,4,-0.4,1.1,-5,-3.2,-5,4,0
COCCn1c(-c2ccc(-c3ccccc3Cl)o2)nc2c1c(=O)[nH]c(=O)n2CC(C)C,0.7,8,-0.5,-0.1,-10,-3.3,30,-3,-4
COc1ccc2c(c1)[nH]c1c(=O)n(CCN(C)C)cnc12,-0.6,-5,-0.2,0.1,-12,-2.8,-4,-2,0
CC(C)(C)n1cnnc1Sc1ncccc1[N+](=O)[O-],0.5,9,-2.3,0.2,-10,-0.7,32,-4,-4
CC(=O)Nc1ccc(OCC(=O)N2CCc3ccccc3C2)cc1,0.8,5,-1.3,0.4,-8,-1.9,32,-8,-9
COc1cc(/C=N/NC(=O)CCc2n[nH]c(=O)[nH]c2=O)ccc1O,-0.1,5,-4.0,0.7,14,-3.3,6,5,-12
CCc1ccc(C2NC(=S)NC3=C2C(=O)CC(C)(C)C3)cc1 (stereo not given),-1.0,-4,-1.3,-1.8,11,-2.0,-15,-8,0
CCCCC(=O)Nc1ccc2oc(-c3ccncc3)nc2c1,0.4,-1,-2.6,-0.5,-12,-2.1,17,-14,5
Cn1ncc2c(NCc3ccccc3)ncnc21,1.2,3&-1,-4.2&-3.6,0.7,-11&-4,-3.5&-4.3,-14&32,-4&1,-4
CCC(=O)Nc1ccc2c(c1)N(C(C)=O)c1ccccc1CC2,0.8,-1,-2.4,0.2,-3,-3.3,36,-13,-7
O=C1Cc2ccccc2C(c2ccc(Br)cc2)N1 (stereo not given),1.6,-6,-3.4,0.6,6,-3.4,12,-11,-3
Cc1cc(C)c(S(=O)(=O)N2CCCc3ccccc32)c(C)c1,-0.7,4,-3.8,-0.7,-30,-2.5,23,-19,-5
Cc1cc(C(=O)NCC(=O)O)c(C)o1,0.0,5,-0.4,0.6,5,-3.0,19,-1,3
CC(C)CCNC(=O)C(=O)Nc1cc2c3c(c1)CC(=O)N3CCC2,1.1,-20,1.5,0.2,-8,0.5,29,-31,-4
COCCn1nnnc1C(CC(C)C)N1CCN(c2cccc(OC)c2)CC1 (stereo not given),/,-1,3.2,/,-8,-0.1,24,-24,-3
Nn1cc(-c2ccccc2)nc1SCC(=O)Nc1ccc2c(c1)OCO2,-1.0,-5,-5.0,-2.0,-5,-1.6,3,-6,-3
O=C(O)C(Cc1ccccc1)n1c(=S)[nH]c2ccccc2c1=O (stereo not given),0.1,0,1.0,-0.1,-4,-1.1,37,-3,-9
CC1=CCC(COC(=O)Nc2ccccc2)CC1 (stereo not given),-0.9,-10,-0.8,-1.2,-6,2.5,22,-7,-2
C/C(=N/NC(=O)c1ccc(Br)o1)c1ccncc1,-0.4,8,-3.3,-1.1,-6,-1.1,1,-4,3
O=C(c1ccc(Br)o1)N1CCN(CCc2ccncc2)CC1,-0.1,4,0.2,0.1,7,-3.5,14,-10,2
CCN(Cc1nc(-c2ccccc2)no1)C(=O)c1ccco1,2.6,6,-0.9,1.1,-6,-3.6,14,-18,-8
CC(C)OCCCN1CN(S(=O)(=O)c2ccccc2)c2nc3ccccc3nc21,0.5,-4,-1.6,-0.5,-10,-3.1,47,-22,-5
CC(=O)c1sc2nc(CSc3nnnn3-c3ccccc3)[nH]c(=O)c2c1C,5.1,36*,-3.5,3.3,-1,-2.5,-11,13,-6
CC(C)c1ccc(NC(=O)C2CSC3(C)CCC(=O)N23)cc1 (stereo not given),-0.9,2,-1.0,-1.7,-11,-2.5,37,-25,3
Cc1cc(C)c(NC(=O)CSc2nnc(-c3ccncc3)n2Cc2ccco2)c(C)c1,0.1,4,-5.0,-0.8,0,-3.1,-7,-26,0
CC(NC(=O)Cc1ccccc1[N+](=O)[O-])c1ccccc1 (stereo not given),1.4,0,-0.9,0.1,-3,-3.1,-2,-2,2
CCCn1nc(C(=O)Nc2nnc(CC)s2)c2ccccc2c1=O,-0.3,0,-1.2,-0.9,3,-3.1,24,-23,-1
CN1/C(=C\C(=O)c2cccnc2)C(C)(C)c2ccccc21,0.8,-6,-1.7,-0.9,4,-2.2,0,-16,-5
O=C1CCCN1c1ccc(S(=O)(=O)Oc2ccc(Cl)cc2)cc1[N+](=O)[O-],11,-1,-1.4,13,3,-3.0,-14,-5,-2
Cc1ccccc1C(=O)N1CCc2c([nH]c3ccccc23)C1C(F)(F)F (stereo not given),-0.3,-8,-2.0,-2.5,-1,-1.0,21,-30,-6
Cc1cc(N2CCN(C(=O)c3ccco3)CC2)c2ccccc2n1,0.4,5,-1.8,0.5,-6,-1.5,37,-4,2
O=C(O)C1C2CCC(O2)C1C(=O)Nc1ccc(O)cc1 (stereo not given),1.1,6,-0.7,0.6,-10,-1.8,-4,4,-1
COc1ccc(C(=O)Nc2cc(C)on2)c(OC)c1,-0.3,-2,-0.1,-0.1,11,-1.6,/,-3,-9
CCOC(=O)c1cncc(C#CCOC(=O)Nc2ccc(OC(F)(F)F)cc2)c1,0.3,5,-3.2,-1.1,-11,-2.2,29,-8,-3
COc1ccc2o/c(=N/NC(=O)c3cccs3)c(C(N)=O)cc2c1,-0.2,-2,0.9,-0.7,-24,-0.9,9,-20,-4
Cc1c(Cl)cccc1NC(=S)N1CCCN(Cc2ccc(F)cc2)C1,2.5,-10,-1.0,1.8,-4,-2.4,4,-5,0
Cc1cccc(NC(=S)NCc2ccccc2Cl)c1C,0.4,-14,-5.0,-1.0,2,-3.9,24,-17,-5
CCCCNC(=O)Nc1ccc(C2SCCS2)cc1,1.1,7,-3.5,0.1,-3,-2.5,6,-4,-4
CN(C)CCNc1oc(COc2ccc(-c3ccccc3)cc2)nc1C#N,5.0,-66,-1.9,12,-5,-3.0,4,16,/
CCC(C)NC(=O)C1CCCN(S(=O)(=O)c2ccc(-n3cnnn3)cc2)C1 (stereo not given),0.5,2,-3.9,0.8,-16,0.2,42,3,-2
CCc1nnc(NC(=O)CCC(=O)NCc2ccc(C)cc2)s1,-0.2,6,1.5,2.6,-11,3.8,54,-17,1
CCOc1ccc(CNn2nnnc2N)cc1,1.3,0,-7.6,0.8,7,-4.4,0,-3,-2
CCOc1ccc(C(=O)Nc2cccc([N+](=O)[O-])c2)cc1Br,3.1,-4,-0.1,-0.9,-6,-2.5,-2,8,-5
Cc1ccc2c(c1)cc(CN(Cc1cccs1)C(=O)c1ccco1)c1nnnn12,-0.3,-2,-2.0,-1.7,-7,-0.2,9,-2,-4
O=C(CSCc1ccc(Cl)cc1)N/N=C/c1ccco1,0.9,0,-1.9,0.8,-13,-2.3,-8,-7,-8
CN(C)c1ccc(CNS(=O)(=O)c2ccc3c(c2)C(C)(C)C(=O)N3C)cc1,1.2,1,1.6,-0.8,2,-1.3,31,-25,1
CCn1c(Cn2nnc(-c3ccccc3)n2)nnc1SCC(=O)Nc1ccc(C(C)=O)cc1,3.3,-20,-2.0,3.4,-13,-3.8,46,-10,-5
CC(C)OC(=O)/C(C#N)=C/c1c[nH]c2ccccc12,-0.5,-1,-0.5,-2.8,-11,-1.6,-9,-18,-2
CC(=O)N1CCc2cc(S(=O)(=O)NCCCN3CCC(C)CC3)ccc21,-0.1,3,-1.1,-0.2,-16,-3.4,33,1,-10
CCOc1ccc(N2C(=O)C3CCCN3C2=O)cc1 (stereo not given),-0.4,6,-4.9,0.6,-12,-4.2,-10,-5,-3
O=C(NCCC(=O)N1CCCCC1)c1ccccc1Cl,-0.5,1,-2.5,-0.7,4,-5.1,8,-6,0
CCN(CC)C(=O)c1cccc(NC(=O)CC23CC4CC(CC(C4)C2)C3)c1,-0.3,-2,-2.2,3.3,-8,-4.1,24,-50,-8

Next records follow.
SMILES,V1aR counter,NS3 helicase inh,VIM-2 inhibitor,OXTR agonist,GPR7 antagonist,IMP-1 inhibitor,PHOSPHO1 block,DNA FID counter,GalR3 antag
Oc1ccccc1/C=N/NC(=S)NC1CC2CC1C1C=CCC21 (stereo not given),0.4,21,-2.3,1.1,-26,-2.6,3,-20,-3
Cc1[nH]nc(SCC(=O)N2CCOCC2)c1[N+](=O)[O-],1.5,0,-0.5,0.7,8,-1.3,32,-8,-4
CSc1ccc(C(=O)C2CCCN(C(=O)c3ccsc3)C2)cc1 (stereo not given),3.3,-6,-1.5,2.1,-3,-3.6,28,-9,-8
CCC(=O)N1CCN(c2ccc(NC(=O)c3ccc(Br)o3)cc2)CC1,0.4,4,-3.0,0.8,20,-2.8,-3,-13,3
Cc1nc2ccccc2[nH]c1=O,0.7,-4,-2.1,0.7,-10,-4.5,12,2,-2
CN(C)c1ccc(NC(=O)C2CCCN(S(=O)(=O)c3ccccc3)C2)cc1 (stereo not given),2.6,-5,-0.3,0.2,-13,-2.7,4,-10,-5
Cn1ncc2c(Nc3ccccc3Cl)nc(Cl)nc21,0.3,1,-1.9,-1.2,-11,-2.5,21,-6,-9
CCOC(=O)CNc1nc(Cl)nc(NC(C)(C)C)n1,-1.0,5,-2.8,-1.9,-5,-3.1,40,3,-2

Looked up by compound from the list above, 2 records:
SMILES,V1aR counter,NS3 helicase inh,VIM-2 inhibitor,OXTR agonist,GPR7 antagonist,IMP-1 inhibitor,PHOSPHO1 block,DNA FID counter,GalR3 antag
COc1ccc2c(c1)[nH]c1c(=O)n(CCN(C)C)cnc12,-0.6,-5,-0.2,0.1,-12,-2.8,-4,-2,0
CCOC(=O)CNc1nc(Cl)nc(NC(C)(C)C)n1,-1.0,5,-2.8,-1.9,-5,-3.1,40,3,-2

The list continues:
SMILES,V1aR counter,NS3 helicase inh,VIM-2 inhibitor,OXTR agonist,GPR7 antagonist,IMP-1 inhibitor,PHOSPHO1 block,DNA FID counter,GalR3 antag
CCOc1ccc(N(CC(=O)NCc2ccc(Cl)cc2)S(=O)(=O)c2c(C)noc2C)cc1,0.9,-9,-0.3,-0.1,-5,-1.8,21,-11,1
CCOC(=O)Cc1c(C)nc2c(-c3cccc(Br)c3)c[nH]n2c1=O,-1.6,18,-2.3,-2.9,0,-4.1,-29,-20,0
C=CCNC(=O)CN(c1ccc(F)cc1)S(=O)(=O)c1ccc(OC)cc1,-0.7,-2,-3.3,0.5,-13,-4.5,33,-8,0
CCOc1ccc2nc(C(C)O)[nH]c2c1 (stereo not given),1.2,3,-3.0,0.7,-7,-3.8,-5,4,-6

Compound activity (PubChem)
